TROY signal inh = TROY signaling inhibition; Q293 LMP1-TROYcd NF-kB luciferase reporter, 4 h; inhibition, % at 10 µM; 0.98% of 360,000 active;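 active = compounds whose plate-normalised and pattern-corrected inhibition of the luciferase reporter signal at the single screening dose is 50% or more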
NCOA2 inhibitor = inhibits human steroid receptor coactivator 2. Q15596. 0.17% of 370,000 active. HEK293 GAL4-SRC2 luciferase reporter, luminescence. inhibition, % at 9 µM. AID 651957;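 active = inhibition above the mean inhibition of all tested compounds plus 3 SD, set per campaign, cut at about 52% in these data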;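 note: 0% = DMSO treated cells and 100% = cells given Gossypol at 36 µM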
Exocytosis inh = lytic granule exocytosis inhibition | AID 651702 | TALL-104 LAMP-1 surface exposure, flow cytometry; cells stimulated with thapsigargin and PMA | inhibition, % at 10 µM | 0.66% of 360,000 active;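 active = inhibition above about 55%, limit read from the data; inconclusive = no clear call, values can overlap the other calls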
ABHD5 PLIN5 PPI = ABHD5-PLIN5 protein interaction inhibition; inhibition, % at 4 µM; Q00G26+Q8WTS1; Split G. princeps luciferase complementation, luminescence, 4 h; 0.78% of 360,000 active; AID 602281;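 active = inhibition above the mean inhibition across every tested compound plus 3 SD, cut at about 22% in these data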;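 note: 0% = DMSO only wells and the 100% control is not disclosed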
LRH-1 inv ag = inverse agonists of human LRH-1 (NR5A2). O00482. HEK293T StAR-luciferase reporter, LRH-1 transfected, 24 h. inhibition, % at 3.6 µM. 0.13% of 360,000 active. AID 602396;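 active = inhibition above the mean inhibition of all tested compounds plus 3 SD, cut at about 73% in these data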;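 note: 0% = DMSO wells and 100% = reporter-only cells lacking LRH-1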
TWEAK-Fn14 inh = inhibitors of TWEAK-Fn14 interaction signaling | AID 1159606 | inhibition, % at 10 µM | 2% of 360,000 active | TWEAK-stimulated Fn14 reporter cells, luciferase luminescence, 8 h; in the data active = inhibition above about 50%
NOD2-RIPK2 inh = inhibitors of human NOD2-RIPK2 interaction. 0.38% of 360,000 active. AID 624267. O43353. CHO BLA complementation NOD2-RIPK2, CCF4 ratio. inhibition, % at 4.98 µM; in the data active = inhibition above about 21%;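 note: 0% = vehicle only and 100% = reference blocker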
Target sequence (O43353 whole entry, looked up): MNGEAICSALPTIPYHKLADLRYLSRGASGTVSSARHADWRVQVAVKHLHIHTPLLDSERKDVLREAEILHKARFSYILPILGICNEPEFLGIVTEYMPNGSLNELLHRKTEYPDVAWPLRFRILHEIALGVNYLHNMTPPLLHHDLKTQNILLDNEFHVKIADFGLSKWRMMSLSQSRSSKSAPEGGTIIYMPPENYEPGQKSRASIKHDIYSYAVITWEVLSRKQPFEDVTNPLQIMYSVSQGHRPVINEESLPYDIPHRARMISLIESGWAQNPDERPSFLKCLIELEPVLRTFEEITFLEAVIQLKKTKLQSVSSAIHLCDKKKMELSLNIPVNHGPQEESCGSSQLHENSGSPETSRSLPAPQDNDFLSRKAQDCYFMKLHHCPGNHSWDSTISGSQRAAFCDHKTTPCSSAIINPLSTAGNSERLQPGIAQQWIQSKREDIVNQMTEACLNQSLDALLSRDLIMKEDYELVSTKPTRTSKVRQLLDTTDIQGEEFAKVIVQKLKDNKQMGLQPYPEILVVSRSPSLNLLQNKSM
NCOA1 inh = inhibits human SRC1 coactivator; inhibition, % at 3.6 µM; 0.12% of 360,000 active; HEK293 GAL4-SRC1 luciferase reporter, luminescence; Q15788; AID 588354;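 active = inhibition above the campaign mean plus 3 SD, with each screening campaign given its own cutoff, cut at about 60% in these data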;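 note: 0% = DMSO treated cells and 100% = gossypol at 36 µM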
SRC3 inh = inhibitors of human steroid receptor coactivator 3 (SRC3); 0.17% of 360,000 active; inhibition, % at 3.6 µM; AID 588352; HEK293 GAL4-SRC3 luciferase reporter, luminescence;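 active = inhibition above a per-campaign cutoff, the mean of all compounds plus 3 SD, cut at about 60% in these data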;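 note: 0% = DMSO-treated cells and 100% = gossypol-treated cells at 36 µM; higher means less SRC3-driven luciferase light from the GAL4 reporter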
COUP-TFII inh = blocks human COUP-TFII nuclear receptor; 0.7% of 370,000 active; P24468; HEK293T NGFI-A luciferase reporter, luminescence; inhibition, % at 8.6 µM;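 active = inhibition above a per-plate cutoff, mean inhibition of test wells between control levels plus 3 SD, cut at about 38% in these data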;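 note: cells cotransfected with COUP-TFII expression vector driving the NGFI-A reporter; 0% = median of COUP-TF2 test wells and 100% = reporter-only cells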
Target sequence (P24468 whole entry, looked up): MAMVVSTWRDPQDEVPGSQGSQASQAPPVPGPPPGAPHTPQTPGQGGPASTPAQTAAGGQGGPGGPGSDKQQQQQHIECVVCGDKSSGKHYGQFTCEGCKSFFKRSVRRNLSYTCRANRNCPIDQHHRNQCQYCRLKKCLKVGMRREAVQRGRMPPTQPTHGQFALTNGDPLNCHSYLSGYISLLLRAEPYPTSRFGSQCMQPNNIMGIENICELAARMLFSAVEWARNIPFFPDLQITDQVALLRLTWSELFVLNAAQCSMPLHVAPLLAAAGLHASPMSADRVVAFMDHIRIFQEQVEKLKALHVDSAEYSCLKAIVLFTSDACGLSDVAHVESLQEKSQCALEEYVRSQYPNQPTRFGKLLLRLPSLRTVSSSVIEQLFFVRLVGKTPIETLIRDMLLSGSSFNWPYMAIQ
TLR9-MyD88 block = blocks human TLR9 binding to MyD88. Q9NR96+Q99836. 0.21% of 340,000 active. inhibition, % at 4.98 µM. AID 504734. CHO BLA complementation TLR9-MyD88, CCF4 FRET ratio;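 active = inhibition above the mean over all tested compounds plus 3 SD, cut at about 21% in these data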;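 note: 0% = DMSO only wells and 100% = clavulanate BLA inhibitor control wells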
Starred values were filed as active, the others as inactive. This is a subset; the hit share may differ from the screen's.

Results for N#Cc1cccc(C(=O)Nc2cccc(S(=O)(=O)N3CCCC3)c2)c1 ?
TROY signal inh: -12; NCOA2 inhibitor: 5; Exocytosis inh: 0; ABHD5 PLIN5 PPI: -1; LRH-1 inv ag: 14; TWEAK-Fn14 inh: -9; NOD2-RIPK2 inh: -2; NCOA1 inh: -2; SRC3 inh: 11; COUP-TFII inh: -8; TLR9-MyD88 block: -3

How did c1cc(-c2ccc3c(c2)CCO3)n2cnnc2c1 do in these assays?
TROY signal inh: -7; NCOA2 inhibitor: -22; Exocytosis inh: 5; ABHD5 PLIN5 PPI: 2; LRH-1 inv ag: -18; TWEAK-Fn14 inh: 12; NOD2-RIPK2 inh: -6; NCOA1 inh: 8; SRC3 inh: -7; COUP-TFII inh: 7

Results for CCc1noc(C)c1C(=O)Nc1cc(C(F)(F)F)ccc1-n1cncn1 ?
TROY signal inh: -1; NCOA2 inhibitor: -17; Exocytosis inh: -15; ABHD5 PLIN5 PPI: -12; LRH-1 inv ag: 1; TWEAK-Fn14 inh: -5; NOD2-RIPK2 inh: 10; NCOA1 inh: 1; SRC3 inh: 11; COUP-TFII inh: -2; TLR9-MyD88 block: -11

How did CCc1nc2c(OCCOc3ccc(F)cc3)cccn2c1N(C)C(=O)C(C)C do in these assays?
TROY signal inh: 6; NCOA2 inhibitor: 7; Exocytosis inh: -1; ABHD5 PLIN5 PPI: 1; LRH-1 inv ag: 8; TWEAK-Fn14 inh: 1; NOD2-RIPK2 inh: 3; NCOA1 inh: 0; SRC3 inh: -17; COUP-TFII inh: 9

How did OC[C@@H](O)[C@@H](O)[C@H](O)[C@H](O)CO do in these assays?
TROY signal inh: -2; NCOA2 inhibitor: -20; Exocytosis inh: -1; ABHD5 PLIN5 PPI: -10; LRH-1 inv ag: -18; TWEAK-Fn14 inh: -6; NOD2-RIPK2 inh: -18; NCOA1 inh: 0; SRC3 inh: -3; COUP-TFII inh: 2; TLR9-MyD88 block: -7

Results for COc1ccnc(N2CCN(c3ccccc3)CC2)c1C#N ?
TROY signal inh: -15; NCOA2 inhibitor: -48; Exocytosis inh: 1; ABHD5 PLIN5 PPI: 0; LRH-1 inv ag: -43; TWEAK-Fn14 inh: -30; NOD2-RIPK2 inh: 0; NCOA1 inh: -27; SRC3 inh: -33; COUP-TFII inh: -14; TLR9-MyD88 block: -11

Results for COc1ccccc1/C=N\NC(=O)c1ccc(COc2ccc(C)c(C)c2)o1 ?
TROY signal inh: -42; NCOA2 inhibitor: -24; Exocytosis inh: -14; ABHD5 PLIN5 PPI: 5; LRH-1 inv ag: -35; TWEAK-Fn14 inh: -14; NOD2-RIPK2 inh: -4; NCOA1 inh: -56; SRC3 inh: -44; COUP-TFII inh: -5; TLR9-MyD88 block: -6

How did O=C(c1ccc([N+](=O)[O-])cc1)N(Cc1ccc(Br)cc1)N1C(=O)CCCC1=O do in these assays?
TROY signal inh: -28; NCOA2 inhibitor: 20; Exocytosis inh: -3; ABHD5 PLIN5 PPI: 6; LRH-1 inv ag: 14; TWEAK-Fn14 inh: 14; NOD2-RIPK2 inh: -7; NCOA1 inh: -8; SRC3 inh: 4; COUP-TFII inh: -1; TLR9-MyD88 block: -11

How did Clc1ccc(CSC2=NCCCN2)cc1Cl do in these assays?
TROY signal inh: 4; NCOA2 inhibitor: -12; Exocytosis inh: 2; ABHD5 PLIN5 PPI: -2; LRH-1 inv ag: 0; TWEAK-Fn14 inh: 18; NOD2-RIPK2 inh: -3; NCOA1 inh: 6; SRC3 inh: 5; COUP-TFII inh: 1; TLR9-MyD88 block: 11

How did CC(C)(C)Cc1nc(-c2ccc(Cl)cc2)no1 do in these assays?
TROY signal inh: 6; NCOA2 inhibitor: 4; Exocytosis inh: 1; ABHD5 PLIN5 PPI: -2; LRH-1 inv ag: -6; TWEAK-Fn14 inh: -8; NOD2-RIPK2 inh: -8; NCOA1 inh: -36; SRC3 inh: -5; COUP-TFII inh: 0; TLR9-MyD88 block: -3

How did Cc1ccc(S(=O)(=O)N2CCC(=O)N(CCOCc3cccc(C(F)(F)F)c3)CC2)cc1 do in these assays?
TROY signal inh: 16; NCOA2 inhibitor: 4; Exocytosis inh: 13; ABHD5 PLIN5 PPI: -11; LRH-1 inv ag: -16; TWEAK-Fn14 inh: 15; NOD2-RIPK2 inh: 11; NCOA1 inh: -5; SRC3 inh: -18; COUP-TFII inh: 6; TLR9-MyD88 block: -1

What do the screens show for `CCOC(=O)CSC1=C(C#N)C(c2ccc(F)cc2)C(C(C)=O)=C(C)N1` (stereo unspecified)?
TROY signal inh: -10; NCOA2 inhibitor: -9; Exocytosis inh: -1; ABHD5 PLIN5 PPI: -1; LRH-1 inv ag: -36; TWEAK-Fn14 inh: -5; NOD2-RIPK2 inh: -3; NCOA1 inh: -4; SRC3 inh: 10; COUP-TFII inh: 16; TLR9-MyD88 block: 3

How did N#C/C(=C\c1c[nH]c2ccccc12)c1nnc2n1CCCCC2 do in these assays?
TROY signal inh: -12; NCOA2 inhibitor: -30; Exocytosis inh: -3; ABHD5 PLIN5 PPI: -1; LRH-1 inv ag: -39; TWEAK-Fn14 inh: -4; NOD2-RIPK2 inh: 0; NCOA1 inh: -18; SRC3 inh: -22; COUP-TFII inh: 1; TLR9-MyD88 block: -4

What do the screens show for `CCNc1nc(SC(C)C(=O)OC)nc(N(C)C)n1` (stereo unspecified)?
TROY signal inh: 13; NCOA2 inhibitor: 0; Exocytosis inh: 1; ABHD5 PLIN5 PPI: 16; LRH-1 inv ag: 2; TWEAK-Fn14 inh: 6; NOD2-RIPK2 inh: 2; NCOA1 inh: -30; SRC3 inh: 10; COUP-TFII inh: -24; TLR9-MyD88 block: 12

Results for O=C(N/N=C/c1ccco1)c1ccc(C(=O)N/N=C/c2ccco2)o1 ?
TROY signal inh: -3; NCOA2 inhibitor: -20; Exocytosis inh: -1; ABHD5 PLIN5 PPI: 4; LRH-1 inv ag: -4; TWEAK-Fn14 inh: -22; NOD2-RIPK2 inh: -6; NCOA1 inh: 1; SRC3 inh: -10; COUP-TFII inh: -8; TLR9-MyD88 block: 1

Results for O=C(NCCN1C(=O)CCC1=O)c1ccncc1 ?
TROY signal inh: 6; NCOA2 inhibitor: -11; Exocytosis inh: -2; ABHD5 PLIN5 PPI: -5; LRH-1 inv ag: -8; TWEAK-Fn14 inh: 6; NOD2-RIPK2 inh: 3; NCOA1 inh: 7; SRC3 inh: -2; COUP-TFII inh: -1; TLR9-MyD88 block: -44

What do the screens show for `Cc1cc(=O)n2c3ccccc3n(C)c2n1`?
TROY signal inh: -3; NCOA2 inhibitor: -18; Exocytosis inh: -9; ABHD5 PLIN5 PPI: -1; LRH-1 inv ag: -6; TWEAK-Fn14 inh: -7; NOD2-RIPK2 inh: 4; NCOA1 inh: 1; SRC3 inh: -7; COUP-TFII inh: -32; TLR9-MyD88 block: -7

Results for Cc1ccccc1C(=O)NC(NCc1ccco1)C(Cl)(Cl)Cl (stereo unspecified) ?
TROY signal inh: 5; NCOA2 inhibitor: -6; Exocytosis inh: -2; ABHD5 PLIN5 PPI: 9; LRH-1 inv ag: 12; TWEAK-Fn14 inh: -13; NOD2-RIPK2 inh: 10; NCOA1 inh: -1; SRC3 inh: 6; COUP-TFII inh: -14; TLR9-MyD88 block: 3

How did O=C(CCCC(=O)N1CCCc2ccccc21)N1CCCc2ccccc21 do in these assays?
TROY signal inh: 2; NCOA2 inhibitor: -34; Exocytosis inh: 2; ABHD5 PLIN5 PPI: 5; LRH-1 inv ag: -7; TWEAK-Fn14 inh: -12; NOD2-RIPK2 inh: -3; NCOA1 inh: -6; SRC3 inh: -6; COUP-TFII inh: 14; TLR9-MyD88 block: 4

How did CC(=O)OCCn1c2nc(=O)[nH]c(=O)c-2nc2cc(C)c(C)cc21 do in these assays?
TROY signal inh: -9; NCOA2 inhibitor: -7; Exocytosis inh: inconclusive; ABHD5 PLIN5 PPI: -2; LRH-1 inv ag: -16; TWEAK-Fn14 inh: 7; NOD2-RIPK2 inh: 23*; NCOA1 inh: 4; SRC3 inh: -16; COUP-TFII inh: 6; TLR9-MyD88 block: 21*

Results for O=C(NC1CCCC1)C(NS(=O)(=O)c1cccc2nsnc12)c1ccccc1 (stereo unspecified) ?
TROY signal inh: -2; NCOA2 inhibitor: -9; Exocytosis inh: -1; ABHD5 PLIN5 PPI: 1; LRH-1 inv ag: 1; TWEAK-Fn14 inh: -27; NOD2-RIPK2 inh: -4; NCOA1 inh: 12; SRC3 inh: 14; COUP-TFII inh: 14; TLR9-MyD88 block: 0

What do the screens show for `Cc1cccc(C(=O)Oc2ccccc2C(=O)N2CCOCC2)c1`?
TROY signal inh: 11; NCOA2 inhibitor: 10; Exocytosis inh: -17; ABHD5 PLIN5 PPI: 1; LRH-1 inv ag: -15; TWEAK-Fn14 inh: 8; NOD2-RIPK2 inh: 3; NCOA1 inh: 17; SRC3 inh: 26; COUP-TFII inh: -1; TLR9-MyD88 block: -8

Results for CCN(CC(=O)Nc1c(F)cccc1F)C(=O)c1cc(S(=O)(=O)N2CCOCC2)ccc1N1CCCC1 ?
TROY signal inh: -1; NCOA2 inhibitor: -8; Exocytosis inh: -1; ABHD5 PLIN5 PPI: 2; LRH-1 inv ag: 3; TWEAK-Fn14 inh: 31; NOD2-RIPK2 inh: -3; NCOA1 inh: -1; SRC3 inh: 4; COUP-TFII inh: -23; TLR9-MyD88 block: -3

How did COc1cc(S(=O)(=O)N(Cc2ccccc2)CC2CCCO2)ccc1-n1cnnn1 (stereo unspecified) do in these assays?
TROY signal inh: -12; NCOA2 inhibitor: 6; Exocytosis inh: 4; ABHD5 PLIN5 PPI: 8; LRH-1 inv ag: -9; TWEAK-Fn14 inh: 2; NOD2-RIPK2 inh: 4; NCOA1 inh: -2; SRC3 inh: 6; COUP-TFII inh: 10; TLR9-MyD88 block: -1

What do the screens show for `CCc1cc(C(=O)NCC(c2cccs2)N2CCOCC2)sc1C` (stereo unspecified)?
TROY signal inh: 8; NCOA2 inhibitor: -15; Exocytosis inh: -3; ABHD5 PLIN5 PPI: -3; LRH-1 inv ag: -11; TWEAK-Fn14 inh: 5; NOD2-RIPK2 inh: -8; NCOA1 inh: -92; SRC3 inh: 12; COUP-TFII inh: 0; TLR9-MyD88 block: 5

What do the screens show for `Cn1c(=O)c2c(-c3ccccc3)n(N3CCOCC3)cc2n(C)c1=O`?
TROY signal inh: 0; NCOA2 inhibitor: -7; Exocytosis inh: 0; ABHD5 PLIN5 PPI: 7; LRH-1 inv ag: 15; TWEAK-Fn14 inh: -4; NOD2-RIPK2 inh: -2; NCOA1 inh: -18; SRC3 inh: 4; COUP-TFII inh: 6; TLR9-MyD88 block: 3

Results for CCN(CC)S(=O)(=O)c1cccc(C(=O)/C=C2/N(C)c3ccccc3C2(C)C)c1 ?
TROY signal inh: 33; NCOA2 inhibitor: 17; Exocytosis inh: 2; ABHD5 PLIN5 PPI: -5; LRH-1 inv ag: 7; TWEAK-Fn14 inh: 61*; NOD2-RIPK2 inh: 3; NCOA1 inh: 0; SRC3 inh: 22; COUP-TFII inh: 8; TLR9-MyD88 block: 5

What do the screens show for `CCN(CC)C(=O)CSc1nc2cc(OC)c(OC)cc2c(=O)n1Cc1ccc(Cl)cc1`?
TROY signal inh: -1; NCOA2 inhibitor: 1; Exocytosis inh: 1; ABHD5 PLIN5 PPI: -2; LRH-1 inv ag: -8; TWEAK-Fn14 inh: 1; NOD2-RIPK2 inh: 0; NCOA1 inh: 5; SRC3 inh: -6; COUP-TFII inh: -49; TLR9-MyD88 block: -3
